Rev-erbA mod: modulates human Rev-erb alpha binding to DNA; Rev-erbα–FITC-DNA binding, fluorescence polarization, 90 min; activity, % at 10 µM; 370,000 tested, 0.79% active;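 active means activity above about 14%, limit read from the data; passing the limit was not always enough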;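 further: 0% = DMSO wells with 35 nM protein and 100% = DMSO wells with 750 nM protein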
MBD2 inh: blocks human MBD2 binding to methylated DNA; Q9UBB5; 370,000 tested, 0.31% active; inhibition, % at 4.4 µM; TR-FRET, MBD2 binding to methylated oligonucleotide; in the data active means inhibition above about 13%
PRMT1 inh: blocks human protein arginine methyltransferase 1; Q99873; recombinant PRMT1, activity-based probe fluorescence polarization; inhibition, % at 2.79 µM; 370,000 tested, 1.3% active; AID 652257;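 active means inhibition above about 21% made by adding two undisclosed values, limit read from the data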
HTRA1 inh: HTRA1 (human) protease inhibition; recombinant HTRA1, FP-rhodamine activity-based probe, fluorescence polarization; inhibition, % at 5.96 µM; 340,000 tested, 0.5% active; in the data active means inhibition above about 36%;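 further: 0% = enzyme with DMSO and 100% = wells lacking enzyme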
ABHD4 inh: inhibitors of mouse ABHD4; Q8VD66; purified mABHD4, FP-Rh probe fluorescence polarization; inhibition, % at 8.92 µM; 370,000 tested, 0.54% active; AID 720543;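 active means inhibition exceeding the mean over every tested compound plus 3 SD, cut at about 30% in these data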;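 further: 0% = plate median of compound wells and 100% = S159A mutant with DMSO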
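Test system: mouse ABHD4 enzyme, wild type. Reagent: FP-Rh fluorescent activity-based probe, added after compound pre-incubation. Timing: pre-incubation 45 min, probe exposure 60 min, at 25 °C. Technique: FP readout, ex 525 nm / em 598 nm. Benchmarks: high control S159A mutant with DMSO, low control median of compound wells.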
LEDGF integ inh: blocks HIV-1 LEDGF/p75-dependent DNA integration; inhibition, % at 3.7 µM; 370,000 tested, 0.64% active; AID 743269; TR-FRET IN-LEDGF/p75 DNA integration, Eu/Cy5;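 active means inhibition above the screen-wide mean plus 3 SD, cut at about 13% in these data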;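 further: signal is the Cy5 over europium emission ratio at 671 and 618 nm; 0% = plate median of compound wells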
UHRF1 MBD2 ctr: UHRF1 methyl-DNA binding inhibition | Q96T88 | UHRF1 binding to methylated oligo, TR-FRET | inhibition, % at 4.4 µM | 370,000 tested, 0.75% active | AID 687016; in the data active means inhibition above about 21%;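 further: UHRF1 SRA domain binding a hemimethylated CpG hairpin DNA probe; 0% = median of test compound wells and 100% = reference inhibitor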
Target sequence (Q96T88 whole entry, looked up, the tested form may be a part): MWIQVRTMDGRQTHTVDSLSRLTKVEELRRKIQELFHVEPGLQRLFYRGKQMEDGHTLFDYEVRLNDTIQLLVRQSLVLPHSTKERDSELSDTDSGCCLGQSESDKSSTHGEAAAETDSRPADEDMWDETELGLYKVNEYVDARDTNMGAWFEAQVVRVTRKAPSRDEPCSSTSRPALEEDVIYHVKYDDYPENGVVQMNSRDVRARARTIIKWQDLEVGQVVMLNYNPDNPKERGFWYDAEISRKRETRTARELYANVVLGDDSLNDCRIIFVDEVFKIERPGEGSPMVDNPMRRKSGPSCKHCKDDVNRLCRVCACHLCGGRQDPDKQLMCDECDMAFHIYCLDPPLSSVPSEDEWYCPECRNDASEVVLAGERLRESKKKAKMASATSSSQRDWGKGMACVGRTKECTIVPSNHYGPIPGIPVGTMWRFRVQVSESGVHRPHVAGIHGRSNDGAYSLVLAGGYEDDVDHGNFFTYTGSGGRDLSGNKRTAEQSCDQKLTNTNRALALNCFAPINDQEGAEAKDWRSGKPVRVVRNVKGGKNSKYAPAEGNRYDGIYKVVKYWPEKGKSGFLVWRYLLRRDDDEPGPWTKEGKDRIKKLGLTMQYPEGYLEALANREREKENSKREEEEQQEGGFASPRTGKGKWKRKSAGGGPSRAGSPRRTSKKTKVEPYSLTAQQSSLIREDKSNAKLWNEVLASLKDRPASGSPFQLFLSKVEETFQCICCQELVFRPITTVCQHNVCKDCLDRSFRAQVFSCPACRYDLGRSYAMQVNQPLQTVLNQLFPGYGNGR
PG9 binder: binds the HIV-1 gp120 antibody PG9; TR-FRET gp120-PG9 antibody binding; inhibition, % at 6.7 µM; 360,000 tested, 0.43% active; in the data active means inhibition above about 8.5%
rCAG RNA binder: binds r(CAG) RNA repeats; inhibition, % at 3 µM; 370,000 tested, 1.3% active; r(CAG) RNA repeat, TO-PRO-1 dye displacement fluorescence;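 active means inhibition above the plate cutoff, the mean of all test compounds on that plate plus 3 SD, cut at about 35% in these data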;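 further: 0% = DMSO alone and 100% = 100 µM mitoxantrone as full dye displacement; higher means more dye released from RNA so lower well fluorescence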
TCR CD3 inh: inhibitors of human TCR-CD3 interaction | TAMRA-labeled TCR probe fluorescence, biochemical | inhibition, % at 9.4 µM | 360,000 tested, 0.37% active; in the data active means inhibition above about 19%;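 further: recombinant mutant TCR 2C K166C tagged with TAMRA read by polarization; 0% = receptor in buffer alone and 100% = receptor with positive control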
* = called active by the depositor; x = no result given. This is a subset; count on the stated rates, not on these rows.

SMILES | Rev-erbA mod | MBD2 inh | PRMT1 inh | HTRA1 inh | ABHD4 inh | LEDGF integ inh | UHRF1 MBD2 ctr | PG9 binder | rCAG RNA binder | TCR CD3 inh
COCCCNC(=O)Cn1cc2c(n1)CCC(C)C2 (stereo unspecified) | 5.2 | 0.8 | 0.3 | -1.6 | -2.2 | 2.7 | -1.4 | 0.7 | 3.1 | -4.7
Oc1ccc(C=NNC(=S)Nc2ccccc2)nc1 | 11.9 | -6.1 | -2.0 | 9.4 | 22.4 | -2.0 | -9.3 | -0.8 | 1.9 | 5.0
CCOc1ccccc1Oc1ccc(C(F)(F)F)cn1 | -2.0 | 2.0 | 1.2 | -1.7 | -5.1 | -0.7 | -0.1 | 1.1 | 2.0 | 3.3
Cc1cc(-c2ccccc2C(=O)NCc2ccccc2)on1 | 2.4 | -4.0 | -1.4 | 3.4 | -9.5 | -1.2 | 0.3 | -0.9 | -2.8 | 2.8
CC(C)CC1NC(C(=O)O)Cc2c1[nH]c1ccccc21 (stereo unspecified) | -3.7 | -7.7 | 1.1 | -17.4 | -1.3 | 0.9 | 0.4 | -3.4 | 3.1 | -0.8
Cc1ccc(NC(=O)Cc2nnc(SCC(=O)NC3CCCC3)n2C)cc1C | -1.7 | 1.9 | 2.9 | 4.5 | 3.5 | -8.0 | 1.4 | 0.6 | -0.4 | -1.0
COc1ccc(S(=O)(=O)Nc2ccc3c(c2)C(=O)N([C@H](C)CO)C[C@H](C)[C@@H](CN(C)C(=O)Nc2ccc(C(F)(F)F)cc2)OCCCC[C@H](C)O3)cc1 | 9.8 | -1.0 | 2.0 | -72.0 | -39.8 | -4.7 | 6.2 | 1.0 | 13.5 | -1.0
COc1ccc(C2N(c3ccc(Cl)cc3)N=C(C(C)=O)N(C)N2C(C)=O)cc1 (stereo unspecified) | -2.0 | 2.1 | -2.8 | -12.6 | -6.4 | 3.9 | -1.6 | 1.1 | 2.9 | 1.4
CCCNC(=O)c1c(Cl)cnn1-c1ccc(C)cc1 | 4.2 | 0.4 | 2.0 | x | -0.1 | 3.9 | -1.4 | -0.6 | -3.4 | 7.4
COc1ccccc1OCC(=O)N/N=C/c1c(O)ccc2ccccc12 | -1.2 | -0.8 | 5.9 | 4.2 | 21.1 | -6.9 | -2.2 | -0.8 | 9.7 | 19.6*
COc1ccc(OC)c(CN2C(=O)CN(S(C)(=O)=O)CC2(C)C(=O)NCc2ccccc2)c1 (stereo unspecified) | -5.9 | -0.8 | 1.0 | x | -1.2 | 2.1 | 1.5 | 0.3 | 3.5 | 0.4
O=C(O)CCCCCNC(=O)c1ccc(C(=O)NCCCCCC(=O)O)cc1 | -4.0 | 7.0 | 5.5 | 9.2 | 63.1* | 2.2 | 4.5 | -0.3 | -3.0 | -2.5
O=C(CCl)N(c1ccccc1)c1ccccc1 | 2.4 | 3.1 | 4.4 | 9.7 | 4.6 | -0.8 | 0.1 | -0.2 | -3.2 | -5.4
Cc1ccc(C)c(C(=O)CC2(O)C(=O)N(C)c3ccccc32)c1 (stereo unspecified) | 2.8 | 7.8 | -0.2 | 0.3 | -11.6 | -5.4 | 5.6 | 0.6 | -6.1 | -5.3
CN(C)c1c(N)c(=O)oc2ccccc12 | 10.5 | 5.9 | 3.3 | -8.7 | -7.7 | 1.6 | 2.0 | 0.5 | 0.7 | 1.5

Fetched by structure from the entries so far, five records:
SMILES | Rev-erbA mod | MBD2 inh | PRMT1 inh | HTRA1 inh | ABHD4 inh | LEDGF integ inh | UHRF1 MBD2 ctr | PG9 binder | rCAG RNA binder | TCR CD3 inh
COc1ccc(C2N(c3ccc(Cl)cc3)N=C(C(C)=O)N(C)N2C(C)=O)cc1 (stereo unspecified) | -2.0 | 2.1 | -2.8 | -12.6 | -6.4 | 3.9 | -1.6 | 1.1 | 2.9 | 1.4
COCCCNC(=O)Cn1cc2c(n1)CCC(C)C2 (stereo unspecified) | 5.2 | 0.8 | 0.3 | -1.6 | -2.2 | 2.7 | -1.4 | 0.7 | 3.1 | -4.7
CN(C)c1c(N)c(=O)oc2ccccc12 | 10.5 | 5.9 | 3.3 | -8.7 | -7.7 | 1.6 | 2.0 | 0.5 | 0.7 | 1.5
Cc1ccc(NC(=O)Cc2nnc(SCC(=O)NC3CCCC3)n2C)cc1C | -1.7 | 1.9 | 2.9 | 4.5 | 3.5 | -8.0 | 1.4 | 0.6 | -0.4 | -1.0
CCCNC(=O)c1c(Cl)cnn1-c1ccc(C)cc1 | 4.2 | 0.4 | 2.0 | x | -0.1 | 3.9 | -1.4 | -0.6 | -3.4 | 7.4

(next part)
SMILES | Rev-erbA mod | MBD2 inh | PRMT1 inh | HTRA1 inh | ABHD4 inh | LEDGF integ inh | UHRF1 MBD2 ctr | PG9 binder | rCAG RNA binder | TCR CD3 inh
CCCCCN(C(=O)NC(=O)NCCCC)S(C)(=O)=O | 2.5 | -0.5 | -0.5 | -3.9 | 0.6 | 1.0 | -0.6 | -0.2 | 2.2 | -4.1
Cc1ccc(C(=O)Nc2ccsc2C(=O)O)cc1 | -1.0 | 0.2 | -0.1 | 0.5 | 0.6 | -4.3 | -1.2 | -0.9 | 1.8 | 0.9
CCn1cc(C(=O)O)c(=O)c2cc(F)c(N3CCN(C(=S)NC(=O)c4ccccc4Cl)CC3)cc21 | 0.3 | -5.3 | -6.2 | 15.1 | -3.6 | 3.5 | -0.7 | -2.5 | 0.1 | -5.1
CC(=O)Nc1ccc(S(=O)(=O)N(C)CC(=O)OCC(=O)N(CC(C)C)C2CCS(=O)(=O)C2)cc1 (stereo unspecified) | 0.1 | 3.1 | -1.3 | -4.3 | -12.4 | 2.0 | -2.1 | -1.1 | -1.3 | 3.9
CN1CCN(C2=Nc3ccccc3Oc3ccc(Cl)cc32)CC1 | 10.1 | 4.4 | -1.4 | 1.8 | -4.5 | 5.1 | -2.2 | -1.7 | 0.3 | 4.1
COc1ccc(F)cc1-c1cc(NC=O)c2ncc(-c3cccc(C(=O)N(C)C)c3)n2c1 | 2.0 | 2.8 | 6.2 | x | 7.7 | -2.5 | -1.7 | -3.5 | 9.2 | -4.6
CCCOc1ccccc1C1CC(=O)NC(C)=C1C(=O)OCC(C)C (stereo unspecified) | 8.5 | 0.3 | -0.9 | -15.2 | -2.9 | 1.0 | -0.4 | -2.2 | -10.2 | 0.7
Cc1ccc(NC(=O)CCCN2C(=S)NC(C)(C)CC2C)cc1 (stereo unspecified) | -5.3 | -0.4 | -0.7 | 4.6 | -4.3 | -2.5 | 0.4 | -2.4 | -6.5 | 8.2
O=C(CCC(=O)Nc1ccccc1Cl)N/N=C1\CCCc2ccccc21 | 4.0 | -2.8 | 4.3 | 1.6 | 8.8 | -1.4 | 2.2 | 0.9 | 3.4 | -7.9
CC(=O)c1ccc(S(=O)(=O)NCC(=O)N2CCN(C/C=C/c3ccccc3)CC2)cc1 | -1.0 | -4.1 | 7.9 | 0.1 | 0.0 | -1.1 | -0.6 | -0.7 | 7.6 | 1.6
CC1CCC(NCC(=O)Nc2cccc(S(N)(=O)=O)c2)CC1 (stereo unspecified) | -2.3 | 1.4 | 0.6 | -0.2 | 9.3 | 0.0 | -2.1 | 1.9 | 0.8 | 9.0
O=C(O)c1cc([N+](=O)[O-])ccc1NCc1ccccc1 | -2.3 | 1.8 | -0.6 | -11.5 | 3.7 | -0.4 | -2.7 | 1.8 | 10.6 | 5.2
O=C(Cc1cccc2ccccc12)Nc1nnc(-c2cccc([N+](=O)[O-])c2)s1 | 0.3 | -7.7 | 1.4 | 0.0 | 5.5 | 1.5 | -0.9 | 0.0 | 4.4 | 2.9
CC(C)Oc1ccccc1/C=N/n1nnnc1N | 2.0 | 8.3 | 1.4 | 3.3 | 1.5 | 1.1 | 1.8 | -0.5 | -1.5 | -5.7
CCCCOc1ccc(C2C(C(=O)c3ccc(C)o3)=C(O)C(=O)N2CC2CCCO2)cc1 (stereo unspecified) | 3.5 | -2.4 | -3.1 | 4.2 | -12.0 | -0.9 | -3.0 | 25.5* | 7.7 | -3.6
C/C(N)=C(/C#N)C(=O)CSc1cc(Cl)ccc1Cl | -2.8 | -1.2 | 0.4 | -14.9 | -6.2 | -2.3 | 0.8 | -2.3 | -0.1 | 6.9
O=C(Cn1nnc2ccccc2c1=O)Nc1cccc(S(=O)(=O)N2CCOCC2)c1 | 0.7 | -5.0 | -2.9 | 6.2 | 2.3 | -1.0 | -1.1 | -1.3 | 11.0 | 10.3
CCc1ccc(NC(=O)N(CCN2CCOCC2)Cc2ccc3c(c2)CCCN3CC)cc1 | -1.7 | -1.7 | -0.3 | -0.7 | -8.9 | -2.2 | -3.2 | -4.6 | -7.5 | 1.2
CC(C)CC(N)c1csc(NC(=O)Nc2ccccc2C(C)(C)C)n1 (stereo unspecified) | 3.5 | 4.9 | 2.3 | x | 2.7 | 2.0 | 1.9 | -4.3 | 8.9 | -5.7
O=C(c1ccc2c(c1)OCO2)N1CCN(CCN2C(=O)c3cccc4cccc(c34)C2=O)CC1 | -1.9 | -0.6 | -0.7 | -0.2 | -5.6 | 4.5 | -0.1 | 0.0 | 3.9 | 11.0
OCCC1CN(Cc2nc3ccc(F)cc3[nH]2)CCN1C1CCCC1 (stereo unspecified) | -4.0 | -1.5 | 4.5 | -0.5 | 3.9 | -3.0 | 1.3 | 1.2 | -2.2 | -10.4
COc1cccc(OC)c1CNC(=O)C1CCC(=O)N(CC2CCCCC2)C1 (stereo unspecified) | -0.9 | 3.4 | -3.4 | -6.0 | 2.8 | 0.6 | -0.1 | -0.7 | -8.5 | 12.1
CC(=O)Oc1ccc(-c2cc3c(OC(C)=O)cc(OC(C)=O)cc3oc2=O)cc1 | -4.7 | 2.2 | -1.2 | 10.8 | -6.3 | -0.8 | -2.8 | 2.6 | 4.6 | 4.3
CCOc1ccc(-n2c(N)c(C(=O)NCc3cccnc3)sc2=S)cc1 | -5.2 | -2.8 | 1.5 | 4.7 | 0.1 | -2.9 | -3.4 | 2.0 | -1.4 | -0.6
O=C(CCC1CCCN(Cc2ccc3c(c2)OCCO3)C1)NCc1ccc(F)c(F)c1 (stereo unspecified) | -0.3 | 3.6 | -3.4 | 2.8 | -1.7 | 3.5 | -2.3 | -2.8 | -4.3 | 2.2
CCc1ccccc1NC(=O)C1CCCN(S(=O)(=O)c2ccc3c(c2)CC(C)N3C(C)=O)C1 (stereo unspecified) | -7.3 | -6.1 | -5.5 | -4.6 | -2.1 | 6.2 | 1.2 | 0.7 | 5.7 | -6.7
O=C(Nc1cccc(C(=O)O)c1)/C(=C\c1ccccc1)NC(=O)c1ccccc1 | -0.9 | -3.7 | -0.3 | -2.5 | 1.2 | -2.2 | -0.6 | 3.5 | 2.6 | 2.0
CCNC1CCC(Nc2ccnc3cc(Cl)ccc23)CC1 (stereo unspecified) | 0.1 | 5.2 | -3.2 | -3.9 | 6.3 | 0.9 | 6.5 | 1.1 | 5.8 | -2.3
Cc1ccc2c(cnn2C(=O)CCCC(=O)NCc2ccc(Cl)cc2)c1 | 3.1 | 0.5 | -2.6 | -2.6 | -0.8 | -1.4 | -1.2 | -0.5 | 0.6 | -9.3
CCOc1cc(/C=N/Nc2nc(-c3cccs3)c(NC(C)=O)s2)ccc1O | 3.8 | -2.3 | 9.9 | 5.0 | 17.2 | -3.1 | -0.5 | -0.2 | 15.7 | -6.3
O=C(Nc1ccc(SC(F)F)cc1)c1ccc2c(=O)n3c(nc2c1)CCC3 | -4.0 | -2.4 | -0.7 | -2.5 | 1.1 | -0.6 | -1.2 | -0.8 | 3.7 | 1.4

Screening results: PubChem, several laboratories
